High-throughput results as filed in PubChem.
Cneo AK release = Cryptococcus neoformans lysis via adenylate kinase release; actives 0.2% (n = 360,000); C. neoformans lysis, adenylate kinase release luminescence, 4 h; normalised: neutral wells 0, clomiphene wells 100; lysis activity, % at 15 µM;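 active means mean lysis activity across replicates of at least 80%, whatever share of replicates individually reach that level; inactive means mean lysis activity below 80%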
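read-out = cell lysis signal | test system = log-phase Cryptococcus neoformans yeast cells | input = cells at 5 × 10^6 per mL | medium = fresh YPD growth medium | signal = luminescent adenylate kinase detection reagent | timing = 4 h at 37 °C static, read 1 h later | dosing = single dose | controls = Clomiphene as positive lysis control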
PGC1a acetyl inh = lowers PGC1a acetylation signal in U2OS cells; inhibition, % at 15.6 µM; AlphaScreen anti-acetyl-lysine; with virally co-expressed GCN5 acetyltransferase; actives 0.17% (n = 350,000);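 active means every replicate shows inhibition of at least 40%; inconclusive means mean inhibition at least 40% but some replicate below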;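 further: 0% = neutral control wells and 100% = positive control wells; some results beyond the cut were filed as inactive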
C2C12 statin = protects C2C12 myotubes from simvastatin toxicity | ATP luminescence, 48 h; scaled: DMSO 0, geranylgeraniol control 100 | rescue of ATP level, % at 7.49 µM | actives 0.78% (n = 330,000);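 active means mean ATP rescue above about 67%, or every replicate alone reaching that limit, limit read from the data, passing the limit was not always enough; inconclusive means no clear call, values can overlap the other calls; inactive means mean under the limit and some replicate under it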;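 further: myotubes were challenged with 10 µM simvastatin during compound exposure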
LGR2 inh = Drosophila LGR2 receptor signaling inhibition | HEK293 LGR2, CRE-luciferase, bursicon-stimulated, 4 h | inhibition, % at 9.99 µM | actives 0.35% (n = 380,000);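 active means drop in luminescence signal, shown as inhibition above about 50% in the replicate tests, limit read from the data, passing the limit was not always enough; inconclusive means probably only some replicates passing the limit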;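 further: agonist challenge used bursicon conditioned medium at about half maximal strength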
ERAP1 HTS inh = ERAP1 (human) enzyme inhibition; actives 0.15% (n = 340,000); Q9NZ08; recombinant ERAP1, Leu-AMC fluorescence, 60 min; inhibition, % at 10.7 µM;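 active means mean replicate inhibition of at least 30%, or all replicates individually reaching that 30% level; inactive means mean below 30% and not every replicate reaching it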;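 further: 0% = neutral control wells and 100% = L-leucinethiol positive control wells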
Target sequence (Q9NZ08 whole entry, looked up): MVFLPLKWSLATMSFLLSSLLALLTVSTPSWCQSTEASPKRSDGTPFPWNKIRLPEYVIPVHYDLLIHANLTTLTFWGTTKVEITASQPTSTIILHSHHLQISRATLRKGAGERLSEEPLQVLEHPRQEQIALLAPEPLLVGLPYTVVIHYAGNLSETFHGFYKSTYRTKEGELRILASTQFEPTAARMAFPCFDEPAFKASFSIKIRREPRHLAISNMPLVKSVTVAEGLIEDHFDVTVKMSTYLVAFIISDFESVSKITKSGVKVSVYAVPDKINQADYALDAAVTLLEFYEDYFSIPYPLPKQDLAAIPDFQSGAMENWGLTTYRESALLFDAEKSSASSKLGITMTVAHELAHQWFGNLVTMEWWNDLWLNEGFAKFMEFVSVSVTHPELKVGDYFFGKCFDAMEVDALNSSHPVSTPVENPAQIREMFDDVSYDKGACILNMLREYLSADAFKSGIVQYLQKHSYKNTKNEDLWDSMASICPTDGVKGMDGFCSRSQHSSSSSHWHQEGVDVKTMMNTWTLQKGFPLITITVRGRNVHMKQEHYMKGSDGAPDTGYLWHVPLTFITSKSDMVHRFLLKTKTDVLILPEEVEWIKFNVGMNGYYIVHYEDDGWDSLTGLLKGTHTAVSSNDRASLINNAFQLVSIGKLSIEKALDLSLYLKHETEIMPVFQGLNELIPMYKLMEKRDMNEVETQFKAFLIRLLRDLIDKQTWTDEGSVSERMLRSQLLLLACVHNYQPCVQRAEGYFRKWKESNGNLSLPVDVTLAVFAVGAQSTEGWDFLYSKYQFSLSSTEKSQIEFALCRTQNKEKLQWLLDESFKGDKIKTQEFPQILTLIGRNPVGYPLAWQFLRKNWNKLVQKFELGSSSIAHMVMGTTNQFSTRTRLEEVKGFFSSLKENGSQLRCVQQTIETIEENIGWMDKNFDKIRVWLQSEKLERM
SIRT5 inh = blocks human SIRT5 desuccinylation of peptide | AID 652115 | Q9NXA8 | actives 1.1% (n = 330,000) | Purified SirT5, succinyl-peptide AMC, trypsin-coupled fluorescence | inhibition, % at 15 µM; in the data active means inhibition above about 15%; inconclusive means no clear call, values can overlap the other calls
XiGFP reactiv = X-chromosome reactivation activator; XiGFP mouse fibroblasts, % GFP-positive cells imaging, 3 d; cells co-treated with 5-aza-dC sensitizer; scaled so ellipticine positive control = 100%; activation, % at 7.58 µM; actives 0.055% (n = 360,000);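 active means mean normalized replicate activation at least 10% and every replicate at or above 10%; inconclusive means only one of the two criteria met; inactive means mean below 10% and not all replicates reach 10%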;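 further: 0% = median of on-plate neutral control wells and 100% = ellipticine 6 µM median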
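Material: XiGFP fibroblasts, SV40-immortalized. Buffer or medium: DMEM plus 5-aza-dC sensitizer. Compound: single concentration per compound, delivered by pin transfer. Times: 3 days compound exposure. Controls: ellipticine 6 µM.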
S100A4 MyoIIA = inhibitors of human S100A4 binding to myosin IIA peptide | S100A4/TAMRA-MyoIIA peptide fluorescence polarization | inhibition, % at 10.7 µM | actives 0.14% (n = 360,000) | AID 652163;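 active means mean inhibition of at least 70% across replicates, with every replicate also reaching that level; inconclusive means mean inhibition reaches 70% but some replicates fall short; inactive means mean inhibition below 70%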
Target sequence (P26447 whole entry, looked up): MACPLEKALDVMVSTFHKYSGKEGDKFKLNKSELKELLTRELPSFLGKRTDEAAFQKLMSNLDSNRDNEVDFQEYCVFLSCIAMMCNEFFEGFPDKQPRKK
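Compound dosing: one dose per compound; test system: human S100A4 monomer with TAMRA-labelled myosin IIA peptide; probe or stimulus: TAMRA-labelled myosin IIA heavy-chain peptide probe, 5 nM; medium: HEPES buffer with Ca2+, pH 7.2; schedule: 5 min incubation before reading; benchmarks: neutral control DMSO, positive control TFP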
* hit, by the source's call; & = joins results of further samples. The list is partial. The share of hits here may be higher or lower than overall.

O=C(C[C@H]1CC[C@@H](NC(=O)Nc2cc(F)ccc2F)[C@H](CO)O1)NCCCN1CCOCC1 was read as Cneo AK release -1, PGC1a acetyl inh -1, C2C12 statin -5, LGR2 inh -3, ERAP1 HTS inh 3, SIRT5 inh -1, XiGFP reactiv -0.3 and S100A4 MyoIIA 20.
Screening COc1cccc(NC(=O)C2C3CCC4C(CCC32)C4(Cl)Cl)c1 (configuration not stated) returned Cneo AK release 4, PGC1a acetyl inh -5, C2C12 statin -26, LGR2 inh -29 and XiGFP reactiv 0.7.
`Cc1c(CCO)c(=O)n2c([nH]c3ccccc32)c1C#N` gave Cneo AK release 1, C2C12 statin -2, LGR2 inh 14, ERAP1 HTS inh -25, SIRT5 inh -43, XiGFP reactiv 0.8 and S100A4 MyoIIA -5.
For C[C@@H]1CN([C@@H](C)CO)C(=O)c2cc(NS(=O)(=O)c3ccc(F)cc3)ccc2O[C@@H](C)CCCCO[C@H]1CN(C)C(=O)Nc1ccccc1 the results were Cneo AK release 1, PGC1a acetyl inh -23, LGR2 inh 10 and XiGFP reactiv 0.4.
For O=c1c2ccccc2c(-c2ccccc2)nn1Cc1ccc(Cl)cc1 the results were Cneo AK release 1, PGC1a acetyl inh 8, C2C12 statin 7 and LGR2 inh -20.
Screening Cc1ccccc1NC(=O)Nc1ccc2c(c1)OCO2 returned Cneo AK release 1, PGC1a acetyl inh 0, LGR2 inh -16, ERAP1 HTS inh 1, SIRT5 inh -1, XiGFP reactiv 0.0 and S100A4 MyoIIA -2.
CCCC(=O)N(Cc1cc(=O)[nH]c2ccccc12)c1ccc(C)cc1C was read as Cneo AK release 2, PGC1a acetyl inh -10, C2C12 statin -4, LGR2 inh 1, ERAP1 HTS inh 1, SIRT5 inh 1, XiGFP reactiv 0.6 and S100A4 MyoIIA 2.
O=C(CN1CCOCC1)NCC[C@H]1CC[C@@H](NC(=O)Cc2ccccn2)[C@@H](CO)O1 was read as Cneo AK release -1, PGC1a acetyl inh 1, C2C12 statin 3, LGR2 inh 2, ERAP1 HTS inh 1, SIRT5 inh -3, XiGFP reactiv 0.0 and S100A4 MyoIIA -5.
For C[C@@H]1CN([C@H](C)CO)C(=O)c2c(c3ccccc3n2C)-c2ccccc2CO[C@@H]1CN(C)Cc1ccc(O)cc1 the results were Cneo AK release 1, C2C12 statin 12, LGR2 inh 12, ERAP1 HTS inh 5, SIRT5 inh 2, XiGFP reactiv 0.3&0.0 and S100A4 MyoIIA -1.
`CC(C)(C)c1ccc(C(=O)N2CCN(C(=O)C3CCCCC3)CC2)cc1` gave Cneo AK release -1, PGC1a acetyl inh -6, C2C12 statin -12, LGR2 inh 3, ERAP1 HTS inh -1, SIRT5 inh -12, XiGFP reactiv 0.1 and S100A4 MyoIIA 58.
For O=C(NC1CCOCC1)C1CCC(=O)N(CCc2cccc(F)c2)C1 (configuration not stated) the results were Cneo AK release 1, PGC1a acetyl inh -7, LGR2 inh 6, ERAP1 HTS inh -1, SIRT5 inh -1, XiGFP reactiv 0.3 and S100A4 MyoIIA 0.
`O=C(Nc1cccc(S(=O)(=O)NC2=NCCC2)c1)c1cn(-c2ccccc2)nc1-c1ccc(F)cc1` gave Cneo AK release 1, PGC1a acetyl inh -9, C2C12 statin -1, LGR2 inh -19, ERAP1 HTS inh 0, SIRT5 inh 0, XiGFP reactiv 0.4 and S100A4 MyoIIA -2.

The closing 2 records of the section before come first, to join the parts:
For O=C(NC1CCOCC1)C1CCC(=O)N(CCc2cccc(F)c2)C1 (configuration not stated) the results were Cneo AK release 1, PGC1a acetyl inh -7, LGR2 inh 6, ERAP1 HTS inh -1, SIRT5 inh -1, XiGFP reactiv 0.3 and S100A4 MyoIIA 0.
`O=C(Nc1cccc(S(=O)(=O)NC2=NCCC2)c1)c1cn(-c2ccccc2)nc1-c1ccc(F)cc1` gave Cneo AK release 1, PGC1a acetyl inh -9, C2C12 statin -1, LGR2 inh -19, ERAP1 HTS inh 0, SIRT5 inh 0, XiGFP reactiv 0.4 and S100A4 MyoIIA -2.
For OC(c1cccc(Cl)c1)c1nc(-c2cccc3cccnc23)cs1 (configuration not stated) the results were Cneo AK release 17, PGC1a acetyl inh -3, C2C12 statin -8, LGR2 inh -15, ERAP1 HTS inh 5, SIRT5 inh -2, XiGFP reactiv -0.1 and S100A4 MyoIIA -3.
`C[C@@H]1CN([C@@H](C)CO)C(=O)Cc2cc(NC(=O)Nc3ccc(C(F)(F)F)cc3)ccc2O[C@@H]1CN(C)Cc1ccc2c(c1)OCO2` gave Cneo AK release 3, PGC1a acetyl inh 4, C2C12 statin -70, LGR2 inh -2, ERAP1 HTS inh 0, SIRT5 inh 3, XiGFP reactiv -0.1 and S100A4 MyoIIA 2.
For Cc1ccccc1-c1cc2nc(NCc3ccc4occc4c3)n(C)c(=O)c2s1 the results were Cneo AK release -5, PGC1a acetyl inh -7, C2C12 statin 11, LGR2 inh -30, ERAP1 HTS inh -1, SIRT5 inh 0, XiGFP reactiv 0.0 and S100A4 MyoIIA 0.
Screening COc1cc(C)c(S(=O)(=O)NCc2cccnc2)cc1C returned Cneo AK release -4, PGC1a acetyl inh 1, C2C12 statin -12, LGR2 inh -2, ERAP1 HTS inh 2, SIRT5 inh -2, XiGFP reactiv 0.2 and S100A4 MyoIIA -3.
For COCc1ccc(C(=O)NC(C)c2cnn(-c3ccccc3C)c2C)o1 (configuration not stated) the results were Cneo AK release -1, PGC1a acetyl inh 1, C2C12 statin 9, LGR2 inh -5, SIRT5 inh -8, XiGFP reactiv 0.0 and S100A4 MyoIIA 2.
CCOc1cc(CNCc2cccs2)cc(Br)c1OCC was read as Cneo AK release 0, PGC1a acetyl inh -9, C2C12 statin 18 and LGR2 inh 6.
For CCN(CC)C(=O)c1ccccc1NS(=O)(=O)c1ccc(OC)c(C(=O)N2CCOCC2)c1 the results were Cneo AK release -1, C2C12 statin 2, LGR2 inh 1, ERAP1 HTS inh -6, SIRT5 inh 0, XiGFP reactiv 0.5 and S100A4 MyoIIA 1.
CN1CCCCN2[C@H](CO)[C@@H](c3ccc(Br)cc3)[C@@H]2C1 was read as Cneo AK release 2, PGC1a acetyl inh -5, C2C12 statin 27, LGR2 inh -26, ERAP1 HTS inh 1, SIRT5 inh -1, XiGFP reactiv 0.0 and S100A4 MyoIIA -3.
For O=C(NCCCN1CCOCC1)c1ccc(Br)cc1Br the results were LGR2 inh 2, ERAP1 HTS inh -5, SIRT5 inh -2, XiGFP reactiv 0.2 and S100A4 MyoIIA 1.
CC1CCCC(NC(=O)CSc2n[nH]c(N)n2)C1C (configuration not stated) was read as Cneo AK release 0, PGC1a acetyl inh -4, C2C12 statin -3, LGR2 inh -8, ERAP1 HTS inh 5, SIRT5 inh 4, XiGFP reactiv -0.1 and S100A4 MyoIIA 8.
COc1ccc(NC(=O)C2Cc3c(-c4ccccc4Oc4ccccc4)ccnc3O2)cc1 (configuration not stated) was read as Cneo AK release 0, C2C12 statin -6, LGR2 inh -9, ERAP1 HTS inh 1, SIRT5 inh -2, XiGFP reactiv 0.4 and S100A4 MyoIIA 0.
`CCCC#Cc1cnc2c(c1)C(=O)N([C@H](C)CO)C[C@H](C)[C@@H](CN(C)C(=O)Cc1cccnc1)O2` gave Cneo AK release 0, PGC1a acetyl inh -3, C2C12 statin 7, LGR2 inh -5, ERAP1 HTS inh -1, SIRT5 inh -3, XiGFP reactiv 0.4 and S100A4 MyoIIA -5.
Screening O=C(COC(=O)c1ccc(Cl)nc1)Nc1ccc(S(=O)(=O)N2CCCC2)cc1 returned LGR2 inh -22, ERAP1 HTS inh 0, SIRT5 inh -4, XiGFP reactiv 0.0 and S100A4 MyoIIA -1.
For CC(=O)N(C)C[C@H]1Oc2ncc(C#Cc3ccccn3)cc2C(=O)N([C@H](C)CO)C[C@@H]1C the results were Cneo AK release 58, PGC1a acetyl inh 2, C2C12 statin 6, LGR2 inh -1, ERAP1 HTS inh 1, SIRT5 inh 4, XiGFP reactiv 0.2 and S100A4 MyoIIA 18.
Screening CC(CCc1ccccc1)NC(=S)NC1CCCCC1 (configuration not stated) returned PGC1a acetyl inh 0, LGR2 inh 36, ERAP1 HTS inh -3, SIRT5 inh 0, XiGFP reactiv -0.1 and S100A4 MyoIIA -2.
COC(=O)c1ccc(CN(C)S(=O)(=O)c2cccs2)cc1 was read as Cneo AK release -1, PGC1a acetyl inh -3, C2C12 statin 1, LGR2 inh -35, ERAP1 HTS inh 4, SIRT5 inh 2, XiGFP reactiv 0.1 and S100A4 MyoIIA -3.
Screening COc1ccc(/C=C2\CCc3ccccc3C2=O)cc1O returned Cneo AK release -5, C2C12 statin -119, LGR2 inh inconclusive, ERAP1 HTS inh -2, SIRT5 inh 1, XiGFP reactiv 0.7 and S100A4 MyoIIA 4.
`CCCC(O)C#Cc1cnc2c(c1)C(=O)N([C@H](C)CO)C[C@H](C)[C@H](CN(C)S(=O)(=O)c1ccc(C#N)cc1)O2` (some centres not stated) gave Cneo AK release -3, PGC1a acetyl inh -19, C2C12 statin -37, LGR2 inh -10, ERAP1 HTS inh -5, SIRT5 inh 3, XiGFP reactiv 0.2 and S100A4 MyoIIA -4.
`CCN(CC)C1=C(Cl)C(=O)C(Cl)C12OCCO2` (configuration not stated) gave Cneo AK release -3, PGC1a acetyl inh -2, LGR2 inh -1, ERAP1 HTS inh 1, XiGFP reactiv 0.0 and S100A4 MyoIIA -4.
For N/C(=N\OC(=O)CCn1cccc(C(F)(F)F)c1=O)c1ccc(OC(F)(F)F)cc1 the results were Cneo AK release -1, PGC1a acetyl inh 11, LGR2 inh -21, ERAP1 HTS inh 3, SIRT5 inh -7, XiGFP reactiv -0.1 and S100A4 MyoIIA -1.
For CC(=O)O[C@H]1CC[C@]2(C)C3CC[C@]4(C)[C@@H]([C@H](C)/C=C/[C@H](C)C(C)C)CC[C@H]4[C@@]34C=C[C@]2(C1)N(C(=O)c1ccccc1)O4 (some centres not stated) the results were LGR2 inh 2, ERAP1 HTS inh 10, XiGFP reactiv 0.1 and S100A4 MyoIIA -3.
`CC(=O)N(C)C[C@H]1Oc2cc(C#Cc3cccc(F)c3)ccc2S(=O)(=O)N([C@@H](C)CO)C[C@@H]1C` gave Cneo AK release 1, PGC1a acetyl inh -1, C2C12 statin -6, LGR2 inh -3, ERAP1 HTS inh -1, SIRT5 inh 2, XiGFP reactiv -0.3 and S100A4 MyoIIA 7.
For OC[C@@H]1CN(Cc2ccncc2)C[C@H](n2cnc3c(N4CCN(c5ccccc5)CC4)ncnc32)O1 the results were Cneo AK release -1, C2C12 statin 1, LGR2 inh 10, ERAP1 HTS inh -6, SIRT5 inh 1, XiGFP reactiv 0.0 and S100A4 MyoIIA -13.
O=[N+]([O-])c1cc(F)c2cccnc2c1O was read as Cneo AK release -3, PGC1a acetyl inh inconclusive, C2C12 statin -25, LGR2 inh -4, ERAP1 HTS inh 4, SIRT5 inh -1, XiGFP reactiv 0.2 and S100A4 MyoIIA -7.
O=C(c1cc(COc2c(F)cccc2F)on1)N1CCC(c2ccccc2F)C1 (configuration not stated) was read as PGC1a acetyl inh -16, C2C12 statin -7, LGR2 inh -21, ERAP1 HTS inh -3, SIRT5 inh -1, XiGFP reactiv 0.0 and S100A4 MyoIIA -2.
